# BoNT-F LC inh: BoNT/F light chain protease inhibitors, primary screen, biochemical, flow cytometry, MLPCN library; Multiplex microsphere protease cleavage assay; inhibition, % at 10 µM; hit rate 0.22% among 360,000; in the data active = inhibition above about 35%, passing the limit was not always enough; inconclusive = no clear call, values can overlap the other calls; note: plate controls were buffer without enzyme for full effect and enzyme alone for no effect
# FadD28 binding: inhibitors of FadD28 bisubstrate probe binding, primary screen, biochemical, fluorescence polarization, single point | inhibition, % at 12.5 µM | hit rate 0.22% among 360,000 | AID 588549, 2011; in the data active = inhibition above about 8.5%, passing the limit was not always enough; inconclusive = no clear call, values can overlap the other calls
# PfHsp40 yeast: rescue of yeast from PfHsp40 toxicity, primary screen, S. cerevisiae, ATP luminescence | S. cerevisiae expressing PfHsp40, growth rescue | growth rescue, % at 12.5 µM | hit rate 0.68% among 340,000 | AID 504582, 2011; in the data active = growth rescue above about 28%, passing the limit was not always enough; inconclusive = no clear call, values can overlap the other calls;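 note: yeast W303a lacking pdr1 and pdr3 grown in galactose medium; growth measured after three days at 30 °C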
# BoNT-A LC inh2: BoNT/A light chain protease inhibitors, primary screen, biochemical, flow cytometry, MLPCN library; Botulinum neurotoxin type A light chain protease (Clostridium botulinum A str. ATCC 3502); multiplex microsphere protease substrate cleavage; inhibition, % at 10 µM; hit rate 0.17% among 360,000; AID 588499, 2011; note: plate controls were buffer without enzyme for full effect and enzyme alone for no effect
# Y pestis TopoI: Yersinia pestis topoisomerase I inhibitors, primary screen, biochemical, cleavage product accumulation, plate reader, single point; Y. pestis Topo-I cleavage product accumulation; activity, % at 10 µM; hit rate 0.064% among 360,000; AID 504884, 2011; in the data active = activity above about 50%, passing the limit was not always enough; inconclusive = no clear call, values can overlap the other calls; note: inactives centre near 2
# TcdB GH inh: TcdB glycohydrolase inhibitors, primary screen, biochemical, single point, plate reader | Toxin B (Clostridioides difficile), P18177 | TcdB glycohydrolase enzymatic assay | hit rate 0.24% among 350,000 | inhibition, % at 9.99 µM; in the data active = inhibition above about 10%
# CCHFV vOTU inh: CCHFV vOTU protease inhibitors, primary screen, biochemical, Pep-AMC substrate, fluorescence. Crimean-Congo hemorrhagic fever virus L polyprotein viral ovarian tumor (vOTU) protease …. inhibition, % at 11.5 µM. hit rate 0.55% among 370,000. AID 651958, 2012; in the data active = inhibition above about 30%; note: 0% = vehicle wells with enzyme and 100% = no enzyme wells
# PrPC surface inh: inhibitors of human cell surface prion protein PrPC, primary screen, cell-based, TR-FRET; TR-FRET read-out; inhibition, % at 13.8 µM; hit rate 0.43% among 370,000; AID 720596, 2013; in the data active = inhibition above about 24%; note: 0% = median of the test wells and 100% = reference compound wells
# Anthrax LF prot: Bacillus anthracis LF protease inhibitors, primary screen, biochemical, multiplex microsphere, MLPCN library | Lethal factor (Bacillus anthracis), P15917 | multiplex microsphere protease cleavage assay | inhibition, % at 10 µM | hit rate 0.12% among 360,000 | AID 588501, 2011; note: plate controls were buffer without enzyme for full effect and enzyme alone for no effect
# Target sequence (P15917 whole entry, looked up): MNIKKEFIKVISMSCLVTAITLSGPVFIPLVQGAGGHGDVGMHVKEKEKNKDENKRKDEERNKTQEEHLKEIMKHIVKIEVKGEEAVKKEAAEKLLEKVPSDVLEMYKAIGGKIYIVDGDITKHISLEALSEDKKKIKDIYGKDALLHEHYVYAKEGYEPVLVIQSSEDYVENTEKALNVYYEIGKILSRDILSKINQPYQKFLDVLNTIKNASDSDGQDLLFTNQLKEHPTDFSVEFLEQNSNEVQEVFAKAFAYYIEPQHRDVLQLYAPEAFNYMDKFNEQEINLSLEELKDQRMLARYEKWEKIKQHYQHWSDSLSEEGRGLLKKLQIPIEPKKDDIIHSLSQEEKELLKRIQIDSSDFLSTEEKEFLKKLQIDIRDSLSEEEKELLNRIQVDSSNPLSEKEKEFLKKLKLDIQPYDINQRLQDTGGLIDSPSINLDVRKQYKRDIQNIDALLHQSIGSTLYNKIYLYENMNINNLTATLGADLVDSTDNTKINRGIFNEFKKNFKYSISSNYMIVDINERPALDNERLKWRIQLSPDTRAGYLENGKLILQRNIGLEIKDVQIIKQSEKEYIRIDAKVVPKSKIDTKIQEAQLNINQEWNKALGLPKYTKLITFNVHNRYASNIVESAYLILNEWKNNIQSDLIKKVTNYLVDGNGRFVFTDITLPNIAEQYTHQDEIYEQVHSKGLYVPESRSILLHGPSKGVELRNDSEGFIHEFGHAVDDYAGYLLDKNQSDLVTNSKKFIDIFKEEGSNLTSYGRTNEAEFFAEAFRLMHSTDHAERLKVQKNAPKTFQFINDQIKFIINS
# Active calls of the source: *; ? = inconclusive; · = not tested or not shown; & = joins results of further samples. Cut-off read from the data, not from the text of the source, unless noted: active = inhibition above about 30%; inconclusive = no clear call, values can overlap the other calls; inactive = below that.
SMILES,BoNT-F LC inh,FadD28 binding,PfHsp40 yeast,BoNT-A LC inh2,Y pestis TopoI,TcdB GH inh,CCHFV vOTU inh,PrPC surface inh,Anthrax LF prot
COc1cccc(/C=C2\Oc3cc(OCC(=O)N4CCCCC4)ccc3C2=O)c1OC,-4,-1.9,0.4,-1.8,23,1.3,24,-1,-1
COc1cc(OC)nc(C(NC(=O)C2CCN(Cc3c[nH]c4ccccc34)CC2)c2ccc(Cl)cc2)n1 (stereo not given),-20,-4.9,·,0.2,-6,-0.4,3,-15,-3
O=c1cc(NCc2ccccc2)[nH]c(=O)[nH]1,-5,-2.8,0.2,-0.7,0,2.7,6,5,-2
C#CCOCCOCCOCCNc1nc(N2CCN(C(=O)C(Cc3ccc(O)cc3)n3cc(C(N)CC(C)C)nn3)CC2)nc(N2CCN(C(=O)C(Cc3ccc(O)cc3)n3cc(C(N)C(C)CC)nn3)CC2)n1 (stereo not given),-22,-3.2,1.2,0.2,-6,0.9,9,-2,-10
CCOc1ccc(NC(=S)NN(C)C(=S)Nc2ccc(OCC)cc2)cc1,-8,1.8,3.9,-1.1,-2,·,10,1,-4
COc1ccc(C=CC(=O)c2c(OC)cc(OC)c(OC)c2O)cc1,-7,0.1,1.7,-0.1,24,1.5,-6,-6,-4
Cc1cc(=O)n2nc(N3CCCC(C(=O)NCc4cccc(Cl)c4)C3)sc2n1 (stereo not given),-2,-2.2,-2.1,-1.7,-1,-0.6,-2,8,-4
C/C(=N\NC(=O)c1ccccc1Cl)c1c(O)n(C2CCCCC2)c(=O)[nH]c1=O,9,-0.1,-1.2,2.9,-3,0.5,23,3,3
CCOc1cc(/C=C2\N=C(SCC)SC2=O)cc([N+](=O)[O-])c1OC(C)=O,5,1.7,-0.3,1.8,5,·,11,-2,0
CC(=O)NC1CCN(C(=O)N2CCCC2)CC1,2,-5.9,0.6,-0.3,-1,·,-4,3,1
Cc1onc(-c2ccccc2)c1C(=O)Nc1ccc(S(=O)(=O)N2CCOCC2)cc1,-18,-5.4,-0.5,-2.0,2,-3.3,-1,2,-8
CC(NS(=O)(=O)c1ccccc1)C(=O)Nc1nccs1 (stereo not given),0,-3.4,-0.2,0.5,-2,·,3,-8,-3
CCOC(=O)C1CCN(CCC(=O)Nc2ccc(Br)c(C)c2)CC1,?,-1.6,-0.3,-0.9,-14,-1.1,0,4,6
COc1ccccc1CNC(=O)CCC1N=C2c3ccccc3N=C(SCC(=O)NCC3CCCO3)N2C1=O (stereo not given),-8,-1.4,-1.9,-0.9,9,0.8,-6,0,2
Cc1ccccc1OCCC(=O)NNC(=O)COc1cccc(F)c1,-4,·,-0.1,0.6,2,-2.3,6,0,0
CC(=O)c1ccc(NC(=O)CN2CCCCCC2)cc1,8,1.0,0.1,0.1,-9,0.2,-8,10,-4
CCOc1ccc(N2C(=O)CC(NCCc3ccncc3)C2=O)cc1 (stereo not given),-9,-4.3,0.1,-1.0,2,0.5,1,-7,0
CC(=O)Nc1ccc(NC(=O)c2cc(-c3ccc(C)cc3O)n[nH]2)cc1,-1,-1.5,0.9,-2.4,1,1.2,11,-2,4
Cc1ccc(NC2CCCN(C(=O)c3cccc4nccnc34)C2)cc1C (stereo not given),-8,-1.7,0.7,-1.0,1,-0.3,-6,0,-5
CCOC(=O)C1CCN(C(=O)/C(C)=C\c2ccccc2)CC1,-10,0.0,-0.3,-1.9,-5,0.6,7,-12,-2
CCOC(=O)c1ccccc1N=Cc1c(O)c2ccccc2oc1=O,6,-1.1,-0.7,-0.5,-1,0.8,-15,3,3
COc1cc2cc(C(=O)Nc3ccccc3)c(N)nc2cc1OC,7,-3.0,0.0,1.9,-12,·,-25,-15,1
N#Cc1cnn(Cc2ccccc2)c1N,10,0.3,0.0,0.4,5,·,-6,2,-6
N#Cc1ccc(C(=O)NC2CCCCCCC2)cc1,3,-4.2,-0.8,0.2,5,1.0,6,6,0
O=C(Nc1ccc(Br)cn1)c1coc(=O)c(Br)c1,7,-2.5,-0.7,-0.6,-4,-9.7,-4,14,0
COc1cccc(C(=O)N2CCN(Cc3ccc4c(c3)OCO4)CC2)c1OC,-8,-0.4,0.3,-0.8,-6,·,6,-1,-2
CN(CC(=O)N1CCCC1)S(=O)(=O)c1cc(Cl)ccc1Cl,-6,-5.1,-1.7,?,2,·,-16,-4,0
CC(=O)Nc1ccc(S(=O)(=O)NNC(=O)CCC(=O)Nc2cc(C)ccc2C)cc1,-2,-1.9,-2.8,-0.6,3,1.2,-2,3,-2
O=C(O)C1CCCCC1C(=O)Nc1ccccc1Nc1ccccc1 (stereo not given),-17,0.0,0.5,2.8,-12,·,-2,-1,3
O=C(NCCS(=O)(=O)N1CCN(c2ccccc2)CC1)C12CC3CC(CC(C3)C1)C2,8,0.6,·,-0.2,-8,-0.4,14,0,-2
COc1ccc(C(=O)NC2CCN(Cc3ccccc3)C2)cc1S(=O)(=O)N1CCOCC1 (stereo not given),2,·,-1.0,-0.3,7,-0.5,0,-3,-2
CC(=O)c1cc(C(=O)Nc2ccccc2C(=O)O)oc1C,-2,-3.3,-2.2,-0.2,-5,·,4,-4,0
CCOC(=O)C1=NN(c2ccccc2C)C2=NC(C)=C(C(=O)OC)C(c3cccs3)N12 (stereo not given),6,-5.3,-0.5,6.6,15,·,3,-1,-10
COc1ccc(S(=O)(=O)N2CCC(C(=O)N[C@H](C(=O)NCc3ccco3)C(C)C)CC2)cc1,-2,-1.6,-1.8,-0.5,-5,1.4,6,6,3
c1ccc2c(c1)Oc1cccc3cccc-2c13,·,-1.0,-0.9,·,5,1.2,1,9,·
CN1CCC(CNC(=O)Nc2csc3ccccc23)CC1,?,-0.4,-0.6,-2.6,-10,0.4,5,-3,-2
CC(C)(C)c1ccc(C(=O)NNc2cc(N3CCOCC3)nc(N3CCOCC3)n2)cc1,3,-2.6,0.0,-0.9,-2,1.7,-15,0,2
O=C(Oc1nsnc1N1CCOCC1)N1CCCCC1,-7,-1.4,-0.6,-0.6,2,0.1,-4,8,-3
COc1cc(CNn2c(C)n[nH]c2=S)cc(Cl)c1OCc1ccccc1,2,-4.8,4.9,-0.6,17,2.5,13,8,4
COc1ccc(NC(=O)c2cc3c(=O)n(C)c4ccccc4c3n2C)cc1OC,1,-1.9,0.2,-0.4,45,1.5,-1,-6,-5

# Eleven entries from above, with values under each structure:
# Sequence of screens – BoNT-F LC inh, FadD28 binding, PfHsp40 yeast, BoNT-A LC inh2, Y pestis TopoI, TcdB GH inh, CCHFV vOTU inh, PrPC surface inh, Anthrax LF prot
CCOC(=O)c1ccccc1N=Cc1c(O)c2ccccc2oc1=O
    6, -1.1, -0.7, -0.5, -1, 0.8, -15, 3, 3
COc1cc2cc(C(=O)Nc3ccccc3)c(N)nc2cc1OC
    7, -3.0, 0.0, 1.9, -12, ·, -25, -15, 1
N#Cc1cnn(Cc2ccccc2)c1N
    10, 0.3, 0.0, 0.4, 5, ·, -6, 2, -6
N#Cc1ccc(C(=O)NC2CCCCCCC2)cc1
    3, -4.2, -0.8, 0.2, 5, 1.0, 6, 6, 0
O=C(Nc1ccc(Br)cn1)c1coc(=O)c(Br)c1
    7, -2.5, -0.7, -0.6, -4, -9.7, -4, 14, 0
COc1cccc(C(=O)N2CCN(Cc3ccc4c(c3)OCO4)CC2)c1OC
    -8, -0.4, 0.3, -0.8, -6, ·, 6, -1, -2
CN(CC(=O)N1CCCC1)S(=O)(=O)c1cc(Cl)ccc1Cl
    -6, -5.1, -1.7, ?, 2, ·, -16, -4, 0
CC(=O)Nc1ccc(S(=O)(=O)NNC(=O)CCC(=O)Nc2cc(C)ccc2C)cc1
    -2, -1.9, -2.8, -0.6, 3, 1.2, -2, 3, -2
O=C(O)C1CCCCC1C(=O)Nc1ccccc1Nc1ccccc1 (stereo not given)
    -17, 0.0, 0.5, 2.8, -12, ·, -2, -1, 3
O=C(NCCS(=O)(=O)N1CCN(c2ccccc2)CC1)C12CC3CC(CC(C3)C1)C2
    8, 0.6, ·, -0.2, -8, -0.4, 14, 0, -2
COc1ccc(C(=O)NC2CCN(Cc3ccccc3)C2)cc1S(=O)(=O)N1CCOCC1 (stereo not given)
    2, ·, -1.0, -0.3, 7, -0.5, 0, -3, -2

# Ordered by heavy-atom count (highest first): part of the list above.
SMILES,BoNT-F LC inh,FadD28 binding,PfHsp40 yeast,BoNT-A LC inh2,Y pestis TopoI,TcdB GH inh,CCHFV vOTU inh,PrPC surface inh,Anthrax LF prot
CC(=O)Nc1ccc(S(=O)(=O)NNC(=O)CCC(=O)Nc2cc(C)ccc2C)cc1,-2,-1.9,-2.8,-0.6,3,1.2,-2,3,-2
COc1cccc(C(=O)N2CCN(Cc3ccc4c(c3)OCO4)CC2)c1OC,-8,-0.4,0.3,-0.8,-6,·,6,-1,-2
N#Cc1ccc(C(=O)NC2CCCCCCC2)cc1,3,-4.2,-0.8,0.2,5,1.0,6,6,0

# Later entries.
SMILES,BoNT-F LC inh,FadD28 binding,PfHsp40 yeast,BoNT-A LC inh2,Y pestis TopoI,TcdB GH inh,CCHFV vOTU inh,PrPC surface inh,Anthrax LF prot
Cc1ccccc1N(C(=O)c1snc(C(N)=O)c1N)C(C(=O)NCC1CCCO1)c1ccc(F)cc1 (stereo not given),-9,-4.1,0.3,-0.3,17,1.3,-46,-8,10
COc1ccc(CCN(C)C(=O)C2CCCN(Cc3ccc(OC)c(OC)c3)C2)cc1OC (stereo not given),-1&-6,-2.1&0.4,0.0&-0.2,0.9&0.0,-11&-17,0.3,-2,4,2&4
Cc1ccccc1NC(=O)c1ccc(C)c(S(=O)(=O)Nc2ccccn2)c1,16,1.0,1.1,11,3,0.3,-19,-1,-18
CC(C)(C)OC(=O)NCCCC[C@@H](C(=O)N1CCN(C(=O)OC(C)(C)C)CC1)n1cc(CCC(=O)O)nn1,6,-2.8,0.8,0.4,1,-1.9,4,8,1
O=[N+]([O-])c1ccc(C(O)C[n+]2ccccc2)cc1 (stereo not given),-26,-0.6,0.7,-2.6,5,·,·,·,-8
CCOC(=O)C1CCN(C(=O)C(C)Oc2ccc(C(=O)c3ccccc3)cc2)CC1 (stereo not given),-4,-0.3,1.1,1.0,16,0.0,-7,4,-4
COc1cc(C(=O)OCC(=O)N2CCN(S(=O)(=O)c3ccc(C)cc3C)CC2)c([N+](=O)[O-])cc1OC,-10,-1.0,1.6,2.0,33,-1.8,6,-6,-1
CC(C)CC(=O)N1CCN(CC2CC=CCC2)CC1 (stereo not given),4,1.0,2.5,-0.6,3,·,3,-9,1
COC(=O)c1ccccc1NC(=O)CN(C)S(=O)(=O)c1ccc(OC)c(C)c1,24,-0.9,0.5,17,5,·,-8,-1,-21
CC1(C)CCC(=O)N2CC[C@H]3C[C@H](OC(=O)Nc4ccccc4)C[C@@H]1[C@H]32,10,-4.1,0.3,0.1,-8,1.0,1,-1,-1
COc1ccc(C(=O)N/N=C(\C)CC(=O)Nc2cccc(C(F)(F)F)c2)cc1,?,-0.6,-1.0,-3.9,0,0.3,-11,-9,-17
O=C(NN=C1CCCC1)C1COc2ccccc2O1 (stereo not given),-13,-1.2,-0.8,-1.1,3,0.1,6,5,-5

# Assay outcomes as filed in PubChem BioAssay.
